influenza NS1A: H1N1 influenza NS1A inhibitors, functional cell based assay (AID 504329) | NS1A functional cell-based assay, percent inhibition; higher % means a stronger effect | inhibition, % at 12.5 µM; hits with a dose series show IC50 in µM | actives 0.3% (n = 340,000); in the data active means a potency from the dose series; inconclusive means inhibition above about 27% without an active follow-up result; further: strong numbers were not always called active
tuberculosis growth: growth inhibition of non-replicating M. tuberculosis (AID 488890). Mycobacterium tuberculosis non-replicating, growth inhibition; higher % means a stronger effect. one-dose inhibition, % at 25 µM; IC50 in µM for titrated hits. actives 0.39% (n = 320,000); in the data active means a potency from the dose series; inconclusive means inhibition mostly from about 82% at the one dose, without a potency; inactive means the rest, 99 in 100 with inhibition below about 76%;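 further: plate controls were DMSO cells for no effect and high antibiotic wells for full effect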
M. tuberculosis HTS: M. tuberculosis growth inhibition, HTS (AID 449762); M. tuberculosis H37Rv growth inhibition, 7H9 media; higher % means a stronger effect; one-dose inhibition, % at 25 µM; IC50 in µM for titrated hits; actives 0.59% (n = 330,000); in the data active means a potency from the dose series; inconclusive means inhibition above about 70% without an active follow-up result;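 further: bacterial growth assessed after seven days of incubation; strong numbers were not always called active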
inhibitors of VEEV: inhibitors of VEEV TC-83 cytopathic effect, confirmation, Vero cells (AID 588727). Vero cells, VEEV TC-83 cytopathic effect inhibition; higher % means a stronger effect. inhibition, % at 20 µM; hits with a dose series show IC50 in µM. actives 0.13% (n = 350,000); in the data active means a potency from the dose series; inconclusive means inhibition mostly from about 14% at the one dose, without a potency; inactive means the rest, 99 in 100 with inhibition below about 12%; further: strong numbers were not always called active
Salmonella PhoP GFP: PhoP regulon inhibitors, Salmonella typhi PhoP promoter GFP reporter, confirmatory (AID 1850) | Salmonella Typhi PhoP-promoter GFP reporter, fluorescence, 4 h; higher % means a stronger effect | actives 0.33% (n = 310,000) | one-dose inhibition, % at 50 µM; IC50 in µM for titrated hits; in the data active means a potency from the dose series; inconclusive means inhibition mostly from about 25% at the one dose, without a potency; inactive means the rest, 99 in 100 with inhibition below about 19%;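 further: 0% = induced wells with vehicle and 100% = uninduced wells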
inhibitors of VEEV 10K pilot screen: second read-out of inhibitors of VEEV, no call of its own (marks repeat the call); inhibition, %; measured here: 10K pilot screen inhibition
Numbers without * were called inactive; i = inactive; ? = inconclusive; . = not tested or not shown; & = joins results of further samples.

Preview:
SMILES	influenza NS1A	tuberculosis growth	M. tuberculosis HTS	inhibitors of VEEV	Salmonella PhoP GFP	others
CC(C)c1nc2oc3c(NCc4cccnc4)ncnc3c2c2c1CCC2	0%	-5%	-1%	5.5%	-12%
COc1ccc(/C=C/C(=O)OCC(=O)NC2CCCC2)c(OC)c1	-10%	43%	-6%	0.1%	.

The listing (from the top)
SMILES	influenza NS1A	tuberculosis growth	M. tuberculosis HTS	inhibitors of VEEV	Salmonella PhoP GFP	others
CC(C)c1nc2oc3c(NCc4cccnc4)ncnc3c2c2c1CCC2	0%	-5%	-1%	5.5%	-12%
COc1ccc(/C=C/C(=O)OCC(=O)NC2CCCC2)c(OC)c1	-10%	43%	-6%	0.1%	.
Cc1onc(-c2ccccc2Cl)c1C(=O)Nc1cccc2nsnc12	1%	4%	4%	0.6%	-6%
COc1ccc(N2CCn3c2nc2c3c(=O)n(CCCc3ccccc3)c(=O)n2C)c(OC)c1	3%	13%	-1%	1.3%	7%
O=C1c2cccnc2C(Nc2ccc(Cl)cc2)N1Cc1cccs1 (stereo unspecified)	1%	49%	9%	0.7%	-7%
O=C(Cn1c(-c2ccccc2)noc1=O)NCc1ccccc1	-3%	6%	3%	i	4%
O=C1C[C@@H]2c3c(cccc3CN1Cc1ccccc1Cl)C[C@@H](O)[C@H]2O	-4%	.	.	i	.
Cc1ccc(S(=O)(=O)Nc2cc(C)c(O)c(Sc3n[nH]c(C)n3)c2)cc1	-6%	13%	3%	1.4%	6%
O=C(CCl)NNC(=O)c1c(O)c2ccccc2[nH]c1=O	-1%	8%	3%	?	19%
CCCC(=O)Nc1cc(-c2nc3ncccc3o2)ccc1Cl	2%	-6%	-3%	1.6%	-4%
C=CCNC(=O)COc1cc(C)cc(C)c1C	-9%	45%	-2%	3.1%	1%
O=C(NNS(=O)(=O)c1ccc(F)cc1)c1cc2ccccc2cc1O	7%	6%	-4%	2.6%	-2%
CC[C@H]1C2C[C@H]3[C@@H]4N(C)c5ccccc5C45C[C@H](C2[C@H]5O)N3[C@@H]1O (stereo partly specified)	-2%	2%	1%	i	-17%
COc1ccccc1OCC(=O)Nc1c2c(nn1-c1ccccc1)CS(=O)(=O)C2	19%	-4%	-11%	1.9%	-3%
Cc1ccc(F)cc1NC(=O)CCc1c(C)nn(-c2ccc(N3CCCCC3)nn2)c1C	4%	-1%	2%	3.0%	-3%
COCCNC(=S)N/N=C/c1c2ccccc2cc2ccccc12	7%	-12%	5%	5.1%	7%
CC(=O)Cc1nsc(Nc2ccc(Cl)cc2)n1	-2%	-7%	-1%	i	6%
C=CCNC(=S)NNC(=O)COc1ccc2cc(Br)ccc2c1	6%	-5%	7%	2.0%	6%
CC1CC(=O)C=C(O)C1C(=O)OC(C)(C)C (stereo unspecified)	-4%	-4%	3%	1.5%	-1%
COC(=O)CCC(=O)OC1(C)C(=O)C2=CN(Cc3ccc4c(c3)OCO4)C(c3ccc(OC)cc3)=CC2=C(Br)C1=O (stereo unspecified)	-11%	5%	-2%	1.3%	-8%
CCOC(=O)N1CCC(NC(=O)c2cc3c(-c4ccc(OC)c(OC)c4)nn(C)c3s2)CC1	5%	2%	2%	0.2%	4%
CC(=O)N(C)c1ccc(NC(=O)CCN2C(=O)c3ccccc3C2=O)cc1	-25%	-1%	-4%	1.6%	-5%
CCc1noc(C)c1C(=O)N(CC)c1nc2c(C)cccc2s1	-3%	-8%	-2%	0.3%	9%
Cc1cccc(CS(=O)(=O)Cc2ccc(C(=O)NCc3cccnc3)o2)c1	-13%	6%	-2%	2.4%	1%
Nc1c(C(=O)Nc2ccc(F)cc2)sc(=S)n1-c1ccccc1F	6%	31%	1%	i	2%
COc1ccc(/C=N/NC(=O)c2ccncc2)cc1COc1ccc(NC(C)=O)cc1	.	51%	?	.	3%
COc1ccc(OC)c(NC(=O)c2cc(-c3cc(C)cc(C)c3O)n[nH]2)c1	1%	-12%	-1%	2.1%	-2%
CC(=O)Nc1cc(C(F)(F)F)ccc1OCCOc1ccccc1	0%	38%	-10%	i	-7%
O=C(O)C1CN(C(=O)c2ccccc2)c2cc(Cl)ccc2O1 (stereo unspecified)	18%	-2%	3%	i	-1%
CC[n+]1ccc(C[n+]2ccccc2)c2ccccc21	-8%	14%	-5%	1.1%	-7%

The closing two compounds of the section above open the next one:
SMILES	influenza NS1A	tuberculosis growth	M. tuberculosis HTS	inhibitors of VEEV	Salmonella PhoP GFP	others
O=C(O)C1CN(C(=O)c2ccccc2)c2cc(Cl)ccc2O1 (stereo unspecified)	18%	-2%	3%	i	-1%
CC[n+]1ccc(C[n+]2ccccc2)c2ccccc21	-8%	14%	-5%	1.1%	-7%
Cc1ccc(-c2cc(C(=O)NCc3ccc4c(c3)OCO4)[nH]n2)c(O)c1C	3%	-10%	-26%	1.6%	1%
COC(=O)C1=C(c2ccc(F)cc2OCc2ccccc2)C[C@@H]2CC[C@H]1N2C(=O)NCCOc1ccccc1Cl	9%	32%	4%	1.8%	.
CCN(c1ccccc1)S(=O)(=O)c1ccc(NCC2COc3ccccc3O2)nc1 (stereo unspecified)	17%	29%	17%	5.6%	-4%
CC(C)Sc1n[nH]c(=O)n1-c1ccccc1	-18%	-12%	-4%	0.4%	6%
O=C(NC(=S)Nc1ccc2c(c1)OCCO2)c1cccc2ccccc12	-10%	68%	?	2.6%	-6%
CC(C)CCNC(=O)NC(=O)COC(=O)C1=COCCO1	14%	18%	?	3.6%	6%
Cc1ccc(C)c(-n2nnnc2SCC(=O)Nc2cccc(-c3nnc4n3CCCCC4)c2)c1	7%	35%	5%	3.3%	-8%
COc1ccc(NC(C)c2ccccc2)cc1 (stereo unspecified)	-3%	.	.	2.5%	.
Cc1ccc2[nH]c(=O)c(CN(CCCN3CCOCC3)C(=O)NC3CCCCC3)cc2c1	2%	42%	6%	1.3%	-7%&-10%	inhibitors of VEEV 10K pilot screen=1.6
O=C(NC1CCCC1)c1c[nH]c2ccc(F)cc2c1=O	4%	25%	-4%	8.1%	-3%
Cc1ccc(C)c(S(=O)(=O)NCc2ccc(C(=O)NCc3ccco3)cc2)c1	1%	18%	12%	1.0%	2%
O=C(COc1ccc(Cl)cc1Br)NC(=O)NC1CCCC1	-12%	.	.	9.9%	.
Cc1nn(Cc2ccccc2Cl)c(C)c1NC(=O)/C=C/c1cnn(C)c1	-5%	-1%	-3%	2.0%	6%
O=C(c1cnc2n(c1=O)CCS2)N1CCCc2ccccc21	8%	-4%	-7%	i	2%
NCCc1ccccn1	.	-4%	5%	.	-9%

Molecules above containing a furan ring, fused or not:
SMILES	influenza NS1A	tuberculosis growth	M. tuberculosis HTS	inhibitors of VEEV	Salmonella PhoP GFP	others
CC(C)c1nc2oc3c(NCc4cccnc4)ncnc3c2c2c1CCC2	0%	-5%	-1%	5.5%	-12%
Cc1cccc(CS(=O)(=O)Cc2ccc(C(=O)NCc3cccnc3)o2)c1	-13%	6%	-2%	2.4%	1%
Cc1ccc(C)c(S(=O)(=O)NCc2ccc(C(=O)NCc3ccco3)cc2)c1	1%	18%	12%	1.0%	2%

Further entries.
SMILES	influenza NS1A	tuberculosis growth	M. tuberculosis HTS	inhibitors of VEEV	Salmonella PhoP GFP	others
C=CCN1C(=NC(=O)CCC)SC2CS(=O)(=O)CC21 (stereo unspecified)	-8%	4%	17%	i	-8%
CC(C)[C@H](NC(=O)[C@@H]1Cc2ccccc2CN1)C(=O)Nc1ccc2c(c1)OCCO2	5%	1%	-2%	2.9%	2%
CSc1ccc(CN(C)C(=O)CN2C(=O)NC3(CCCC3)C2=O)cc1	1%	-10%	-6%	i	-4%
CN(C)C(CNC(=O)CSc1nc2sc3c(c2c(=O)n1C)CCC3)c1ccccc1 (stereo unspecified)	-2%	2%	7%	1.6%	2%
CC1CC(C)(C)NC(=S)N1CCCC(=O)N1CCN(c2ccc(F)cc2)CC1 (stereo unspecified)	23%	-17%	-8%	i	-7%	inhibitors of VEEV 10K pilot screen=0.7
Cc1ccc(S(=O)(=O)C2(C(=O)Nc3ccc(C(C)C)cc3)CC2)cc1	8%	5%	5%	1.9%	-2%
CCOC(=O)c1cnc2cc(C)ccn2c1=O	-8%	8%	2%	0.6%	-3%
CC(C)OCCCNS(=O)(=O)c1ccc2c(c1)OCCO2	-2%	15%	3%	2.1%	-8%
Cc1cccc(N(C)C(=O)c2coc(=O)c3ccccc23)c1	20%	11%	8%	i	0%
O=C(c1ccc(NC2=NC3CS(=O)(=O)CC3S2)cc1)N1CCN(c2ccc([N+](=O)[O-])cc2)CC1 (stereo unspecified)	1%	-15%	-5%	1.2%	2%
COC(=O)C1=C(C)N=C2SC(C#N)=C(N)N2C1c1cccc(OC)c1 (stereo unspecified)	-17%	5%	0%	10.0%	-2%
CC(=O)OC1C=CCC2C(=O)c3cccc(O)c3C(O)C12 (stereo unspecified)	1%	.	.	i	.
Cc1ccc(C(C[N+](=O)[O-])c2c(C)cc3ccccn23)cc1 (stereo unspecified)	3%	15%	59%	4.5%	-5%
CCn1ncc(C2=NOC(C(=O)NCc3ccc(Cl)cc3)C2)c1C (stereo unspecified)	-4%	6%	5%	2.0%	0%
O=c1cc(O)n(C2CCCCCC2)c(=O)[nH]1	22%	-8%	-3%	i	-19%
Cc1csc(NC(=O)CSc2nnc(-c3ccoc3C)n2C(C)c2ccccc2)n1 (stereo unspecified)	-3%	40%	5%	i	0%
O=C(C1=C[C@H](c2ccc(Br)cc2)C[C@H](OCc2ccc(CO)cc2)O1)N1CCOCC1	1%	10%	49%	0.1%	-5%	inhibitors of VEEV 10K pilot screen=0.4
COc1cc(C(=O)O/N=C(\N)c2ccccn2)cc(OC)c1OC	-4%	-13%	3%	0.4%	14%
Cc1ccc(S(=O)(=O)N2CCCC(C)C2)cc1 (stereo unspecified)	-4%	-5%	1%	i	1%
O=C(CCN=C1NS(=O)(=O)c2ccccc21)OCc1nnc(-c2ccc([N+](=O)[O-])cc2)o1	-3%	-14%	-6%	0.3%	.
Fc1ccc(-c2ccnc3nc(N4CCOCC4)nn23)cc1	7%	8%	9%	i	2%
CCCC(=O)N1CCN(c2nc3c(OC)ccc(Cl)c3s2)CC1	-4%	8%	1%	3.2%	2%
Cc1cnc(CNC(=O)C2CCC(=O)N(CCc3cccc(F)c3)C2)[nH]1 (stereo unspecified)	2%	10%	7%	0.9%	-1%
O=[N+]([O-])c1cc(S(=O)(=O)N2CCCCCC2)ccc1F	-6%	?	?	?	4%
O=C(Nc1ccnn1C1CCN(C2CCCC2)CC1)c1ccccc1Cl	0%	1%	5%	0.2%	0%
O=c1[nH]oc(O)c1-c1ncc(C(F)(F)F)cc1Cl	-3%	-11%	7%	0.3%	-5%
N=C1/C(=C/c2ccc(OCc3ccccc3F)cc2)C(=O)N=C2SC(CC(=O)N3CCOCC3)=NN12	9%	49%	5%	0.5%	-18%
COC(=O)CCCC(=O)NC(C)c1cnn(-c2ccccc2C)c1C (stereo unspecified)	-6%	-16%	-6%	i	-3%
COC(=O)CSc1nc2c(c(C3CC=CCC3)c1C#N)CCC2 (stereo unspecified)	-9%	?	?	2.1%	-10%
CCOC(=O)CNC(=O)COc1coc(CN2CCN(c3ccccc3F)CC2)cc1=O	2%	-5%	4%	0.1%	5%
CC1CCCCC1NC(=O)C1CCC(CNS(=O)(=O)c2ccc(F)cc2)CC1 (stereo unspecified)	-11%	1%	6%	i	-1%
COc1ccc(OC)c(NS(=O)(=O)c2ccc(NC(C)=O)cc2)c1	14%	-2%	-2%	5.1%	1%
CCC(=O)Nc1cccc(NC(=S)NC(=O)c2ccccc2Cl)c1	11%	-4%	-2%	6.2%	8%
Cc1ccc(-n2ncc3c2CC(C)(C)CC3NC(=O)CCCN2CCCC2=O)cc1 (stereo unspecified)	-2%	5%	-4%	1.7%	-4%
Cc1c(N2C(=O)/C(=C\c3ccc(N(C)C)cc3)N(C)C2=S)c(=O)n(-c2ccccc2)n1C	20%	12%	11%	3.9%	7%
CCn1c(SCC(=O)N2CCOCC2)nc2c([nH]c3ccccc32)c1=O	-5%	-13%	4%	0.2%	-4%
COc1ccc([C@H]2CC(=O)C=C(c3ccc(F)cc3OCc3ccccc3)C2)cc1	1%	-26%	-1%	0.6%	.
COc1cc(C2C(C#N)=C(C)NC(C)=C2C#N)cc(OC)c1OC	7%	2%	7%	i	-10%
COc1ccc([N+](=O)[O-])cc1N(CC(=O)NCCSc1ccc(C)cc1)S(C)(=O)=O	-13%	-8%	1%	3.1%	1%
Cc1ccc(-c2noc(CNC(=O)c3ccoc3C)n2)cc1	11%	35%	2%	0.8%	-6%

Source: PubChem BioAssay
